CHT allo act – allosteric activators of human choline transporter CHT; Q9GZV3; CHT-expressing cells, membrane potential dye, choline EC20; hits give high values; LV-AA mutant CHT in HEK293 cells; B-score at 10 µM; hit rate 0.49% among 310,000;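 active = initial fluorescence not abnormally high and integrated response B-score, plate-corrected, over 3 SD above library mean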
Target sequence (Q9GZV3 whole entry, looked up): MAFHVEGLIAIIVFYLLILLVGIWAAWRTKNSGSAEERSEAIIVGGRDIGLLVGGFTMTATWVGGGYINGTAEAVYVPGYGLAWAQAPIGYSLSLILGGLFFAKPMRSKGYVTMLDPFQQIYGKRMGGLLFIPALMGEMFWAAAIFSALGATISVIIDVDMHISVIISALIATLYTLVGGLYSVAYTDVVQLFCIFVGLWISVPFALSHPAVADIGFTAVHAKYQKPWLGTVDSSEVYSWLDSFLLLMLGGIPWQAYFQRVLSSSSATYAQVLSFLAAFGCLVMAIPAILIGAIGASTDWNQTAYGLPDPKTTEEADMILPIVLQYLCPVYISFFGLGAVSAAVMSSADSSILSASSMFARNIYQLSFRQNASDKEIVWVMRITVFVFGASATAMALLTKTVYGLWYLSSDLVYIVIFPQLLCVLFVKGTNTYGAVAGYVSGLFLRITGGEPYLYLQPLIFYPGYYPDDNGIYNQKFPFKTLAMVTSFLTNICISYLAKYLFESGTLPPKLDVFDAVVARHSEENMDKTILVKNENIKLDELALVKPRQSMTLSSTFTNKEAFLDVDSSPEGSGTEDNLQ
OX1R antag – human HCRTR1 antagonism. inhibition, % at 5 µM. O43613. CHO/OX1R cells, Fluo-8 calcium fluorescence, orexin A. hit rate 0.43% among 330,000;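 active = inhibition above its plate's threshold, mean inhibition of all tested compounds on the plate plus 3 SD, cut at about 37% in these data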;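 note: 0% = orexin A challenge wells and 100% = SB-334867-A antagonist wells; not every result past the cut was called active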
Target sequence (O43613 whole entry, looked up): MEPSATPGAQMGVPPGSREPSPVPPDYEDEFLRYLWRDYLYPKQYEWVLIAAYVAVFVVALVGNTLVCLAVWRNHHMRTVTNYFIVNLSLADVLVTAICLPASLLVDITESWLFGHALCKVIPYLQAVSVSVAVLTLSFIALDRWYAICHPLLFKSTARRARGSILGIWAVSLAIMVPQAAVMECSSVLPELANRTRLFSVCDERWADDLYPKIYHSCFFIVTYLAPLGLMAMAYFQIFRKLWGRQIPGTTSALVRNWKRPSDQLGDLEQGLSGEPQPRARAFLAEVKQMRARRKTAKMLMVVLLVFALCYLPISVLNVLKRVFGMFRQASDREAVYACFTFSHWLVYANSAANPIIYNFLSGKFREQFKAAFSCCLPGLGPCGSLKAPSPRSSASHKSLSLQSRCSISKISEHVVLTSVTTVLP
An asterisk follows results filed as active.

Results for CC(NC(=O)c1cccnc1)C(=O)N1CCCCC1 (configuration not stated) ?
CHT allo act: inactive; OX1R antag: -18

What do the screens show for `COC(=O)N/N=C/c1cc(N=Nc2ccccc2Cl)ccc1O`?
CHT allo act: inactive; OX1R antag: -9

What do the screens show for `CN(C)CCCn1c(SCC(=O)Nc2nccs2)nnc1-c1ccncc1`?
CHT allo act: inactive; OX1R antag: -2

Results for CC(=O)c1c(NCCc2ccccc2)nc(=S)n(-c2ccccc2)c1C ?
CHT allo act: inactive; OX1R antag: -21

What do the screens show for `CC(C)c1ccc(S(=O)(=O)N2CCN(C(C)C(=O)N3CCCC3)CC2)cc1` (configuration not stated)?
OX1R antag: -6

What do the screens show for `Cc1ccc(-c2nnc(SCC(=O)Nc3cccnc3Cl)n2N)cc1`?
OX1R antag: -22

What do the screens show for `CSc1nc2ccc(NC(=O)c3ccccn3)cc2s1`?
CHT allo act: inactive; OX1R antag: -21

How did COc1ccccc1CCNC(=O)C(=O)NCC1OCCCN1S(=O)(=O)c1cc(C)ccc1C (configuration not stated) do in these assays?
CHT allo act: inactive; OX1R antag: 11

What do the screens show for `O=C(NC1CC2CCC1C2)C1COc2ccccc2O1` (configuration not stated)?
CHT allo act: inactive; OX1R antag: -26

How did C#CCOCCOCCOCCNc1nc(N2CCN(C(=O)[C@H]([C@@H](C)CC)n3cc([C@@H](N)Cc4ccc(O)cc4)nn3)CC2)nc(N2CCN(C(=O)[C@H]([C@@H](C)CC)n3cc([C@@H](N)CC(C)C)nn3)CC2)n1 do in these assays?
CHT allo act: inactive; OX1R antag: -12

How did O=C(c1cccc(F)c1)N1CCN(Cc2cccc(Br)c2)CC1 do in these assays?
CHT allo act: inactive; OX1R antag: -13

How did CCCCN(C)C(=O)C(Cc1ccccc1)NS(=O)(=O)c1ccc2c(c1)c(=O)n(C)c(=O)n2C (configuration not stated) do in these assays?
CHT allo act: inactive; OX1R antag: -12

What do the screens show for `CCOC(=O)c1cnc(Nc2ccccc2)nc1C(F)(F)F`?
CHT allo act: inactive; OX1R antag: -7

What do the screens show for `COCCNC(=O)c1cc(-c2ccccc2OC)on1`?
CHT allo act: inactive; OX1R antag: -8

How did COc1cc(/C=C/C(=O)OCC(=O)NCCN2C(=O)CSC2=O)ccc1OCC#N do in these assays?
OX1R antag: 7

What do the screens show for `CC(C)Cn1c(CN2CCN(C(=O)c3ccco3)CC2)nc2c1c(=O)n(C)c(=O)n2C`?
CHT allo act: inactive; OX1R antag: -4

Results for O=C(O)c1cccnc1SC1CC(=O)N(c2cccc(C(F)(F)F)c2)C1=O (configuration not stated) ?
CHT allo act: inactive; OX1R antag: -2

How did CN(CCCNC(=O)c1cc2c(=O)[nH]c3ccccc3c2n1C)Cc1ccccc1 do in these assays?
CHT allo act: inactive; OX1R antag: -29

What do the screens show for `CCOc1ccc(Cc2c(Cl)nc(SC)nc2N(C)C)cc1`?
CHT allo act: 6.4*; OX1R antag: -19

What do the screens show for `Cc1ccc(-c2nn(-c3ccccc3)cc2C2CC(c3cccs3)=NN2C(=O)CCCC(=O)O)cc1` (configuration not stated)?
CHT allo act: inactive; OX1R antag: 19

How did O=C(NCC1CCOCC1)c1cc(COc2ccc(F)cc2F)on1 do in these assays?
CHT allo act: inactive; OX1R antag: -19

How did CSCCC(NS(=O)(=O)c1ccccc1F)C(=O)NCC(C)(C)N1CCOCC1 (configuration not stated) do in these assays?
OX1R antag: -15

Results for O=C(COC(=O)c1cccnc1SCC(=O)NCc1ccccc1)NCc1ccccc1 ?
CHT allo act: inactive; OX1R antag: -12

How did Cc1ccccc1C(=O)Nc1ccccc1-n1cccc1 do in these assays?
CHT allo act: inactive; OX1R antag: -16

How did O=C(NC(=S)Nc1ccccc1N1CCOCC1)c1ccc(-c2cc(Cl)ccc2Cl)o1 do in these assays?
CHT allo act: inactive; OX1R antag: -18

What do the screens show for `Cc1ccc(S(=O)(=O)c2nc(-c3cccs3)oc2NCc2cccnc2)cc1`?
CHT allo act: inactive; OX1R antag: -21

Results for O=C(c1ccc(Cl)cc1)c1nnc(-c2ccncc2)o1 ?
CHT allo act: inactive; OX1R antag: -16

What do the screens show for `c1ccc(CCSc2ncnc3nc[nH]c23)cc1`?
CHT allo act: inactive; OX1R antag: -13

Results for CCOC(=O)C(C)(C)Sc1nc2c(cnn2-c2ccc(F)cc2)c(=O)[nH]1 ?
CHT allo act: inactive; OX1R antag: -23

What do the screens show for `O=C(Nc1cccc(-c2cn3cccnc3n2)c1)c1cccs1`?
CHT allo act: inactive; OX1R antag: -1

How did CN1CCC(=NNC(=O)c2ccc(N(Cc3ccccc3Cl)S(C)(=O)=O)cc2)CC1 do in these assays?
CHT allo act: inactive; OX1R antag: 2

What do the screens show for `O=C1CC(N2CCSCC2)C(=O)N1c1cccc(Cl)c1` (configuration not stated)?
CHT allo act: inactive; OX1R antag: -20

What do the screens show for `O=C1NC(=Nc2ccccc2Cl)S/C1=C\c1ccc(C(=O)O)cc1`?
CHT allo act: inactive; OX1R antag: 0

What do the screens show for `CN(C(=O)c1ccno1)c1nnc(-c2cnccn2)s1`?
CHT allo act: inactive; OX1R antag: -8

Results for Cc1ccc(C(=O)OCC(=O)c2ccc(S(=O)(=O)N3CCCCC3)cc2)o1 ?
CHT allo act: inactive; OX1R antag: -5

What do the screens show for `N#Cc1ccc(C(=O)NNC(=O)c2cccc(S(=O)(=O)N3CCOCC3)c2)cc1`?
OX1R antag: -6

Results for Cc1cccc(Nc2nc(N)c([N+](=O)[O-])c(N3CC(C)OC(C)C3)n2)c1 (configuration not stated) ?
CHT allo act: inactive; OX1R antag: -44

Results for COc1ccc(N2C(=O)CC(N3CCN(Cc4ccc5c(c4)OCO5)CC3)C2=O)cc1 (configuration not stated) ?
CHT allo act: inactive; OX1R antag: -6

What do the screens show for `CCOc1ccc(OCC)c(NC(=O)c2ccc(CNc3c(N4CCCC4)c(=O)c3=O)cc2)c1`?
CHT allo act: inactive; OX1R antag: -22

How did C=CCOC(=O)C1C(=O)CC(C)(O)C(C(=O)OCC=C)C1c1ccc(OCC)cc1 (configuration not stated) do in these assays?
CHT allo act: inactive; OX1R antag: -32

Entries from the list above that have a CF3 group (two):
What do the screens show for `CCOC(=O)c1cnc(Nc2ccccc2)nc1C(F)(F)F`?
CHT allo act: inactive; OX1R antag: -7

Results for O=C(O)c1cccnc1SC1CC(=O)N(c2cccc(C(F)(F)F)c2)C1=O (configuration not stated) ?
CHT allo act: inactive; OX1R antag: -2

Next compounds follow:
Results for CCN(CC)CCCN(Cc1cc2cc3c(cc2[nH]c1=O)OCO3)C(=S)Nc1ccc(OC)cc1 ?
CHT allo act: inactive; OX1R antag: -7

Results for Cc1ccc(C(=O)NC(=S)Nc2cccc3c(C)cc(C)nc23)cc1 ?
CHT allo act: inactive; OX1R antag: -20

How did Cc1[nH]n(-c2cccc(Cl)c2)c(=O)c1/C=N/n1c(C)nc2ccccc2c1=O do in these assays?
CHT allo act: inactive; OX1R antag: -4

What do the screens show for `COc1ccc(-c2noc(CNC(=O)C(C)Oc3ccccc3)n2)cc1` (configuration not stated)?
CHT allo act: inactive; OX1R antag: -16

How did O=C(COc1ccc(S(=O)(=O)N2CCCCC2)cc1Cl)N1CCCC1 do in these assays?
CHT allo act: inactive; OX1R antag: -10

Results for NC(=O)c1cc([N+](=O)[O-])cc2c1C=Cc1ccccc1O2 ?
CHT allo act: inactive; OX1R antag: -21

Results for CC(=O)c1ccc(S(=O)(=O)Nc2cccc(-n3cnnn3)c2)cc1 ?
CHT allo act: inactive; OX1R antag: -10

What do the screens show for `CC(=O)Nc1ccc(NC(=O)c2cc(=O)c3cc(C)c(C)cc3o2)cc1`?
CHT allo act: inactive; OX1R antag: -22

What do the screens show for `COC(=O)Nc1ccc(S(=O)(=O)N2CCCCC2C(=O)O)cc1` (configuration not stated)?
CHT allo act: inactive; OX1R antag: 2

What do the screens show for `CC(=O)Nc1ccc(S(=O)(=O)Nc2ccc(-c3ccc4nnc(C)n4n3)cc2)cc1`?
CHT allo act: inactive; OX1R antag: -5

What do the screens show for `COc1ccc(C(=O)NCC(=O)NCC2COc3ccccc3O2)cc1` (configuration not stated)?
CHT allo act: inactive; OX1R antag: -6

What do the screens show for `CCOc1ccc(-c2nn[nH]n2)cc1OCC`?
CHT allo act: inactive; OX1R antag: -8

What do the screens show for `CNS(=O)(=O)c1cccc(C(=O)OCC(=O)N2CCc3ccccc3C2)c1`?
CHT allo act: inactive; OX1R antag: -22

Results for CCOc1ccc(NC(=O)CC2C(=O)N(c3ccc(OC)c(Cl)c3)C(=S)N2C2CC2)cc1 (configuration not stated) ?
CHT allo act: inactive; OX1R antag: -30

How did Cc1cc(C)n(CCc2nc(-c3ccco3)cs2)n1 do in these assays?
CHT allo act: inactive; OX1R antag: -21

Results for O=C(Cc1ccc(F)cc1)OCN1C(=O)c2ccccc2C1=O ?
CHT allo act: inactive; OX1R antag: -11

Results for CC(Nc1ncnc2sccc12)c1ccccc1 (configuration not stated) ?
CHT allo act: inactive; OX1R antag: 12

How did COc1ccc(N(CC(=O)Nc2ccc(F)c(F)c2)S(=O)(=O)c2c(C)[nH]c(=O)[nH]c2=O)cc1 do in these assays?
CHT allo act: inactive; OX1R antag: -4

What do the screens show for `Nc1cc(=O)[nH]c(SCC(=O)Nc2cc(S(=O)(=O)N3CCCCC3)ccc2Cl)n1`?
OX1R antag: -21

Results for COc1cc(=O)n(C)c2ccccc12 ?
CHT allo act: inactive; OX1R antag: -6

What do the screens show for `Cc1cc(C)c(C)c(OCC(O)CN2CCN(c3ccccn3)CC2)c1` (configuration not stated)?
CHT allo act: inactive; OX1R antag: -16

Results for COc1ccc2[nH]c3c(c2c1)CCN1C(=O)N([C@@H](C)C(=O)NC2CC2)C(=O)[C@]31C ?
CHT allo act: inactive; OX1R antag: -14

What do the screens show for `O=C(CCCCn1c(=O)[nH]c2ccsc2c1=O)NCc1cccnc1`?
CHT allo act: inactive; OX1R antag: 0

Results for CC(C)c1ccc(OC(=O)c2ccc3c(=O)n4c(nc3c2)CCC4)cc1 ?
CHT allo act: inactive; OX1R antag: -13

How did O=S1(=O)CCC(n2ncc3c2/C(=C/c2ccccc2)CC3)C1 (configuration not stated) do in these assays?
CHT allo act: inactive; OX1R antag: -7

How did CCOc1ccc(-c2nc(C#N)c(N3CCN(C)CC3)o2)cc1 do in these assays?
CHT allo act: inactive; OX1R antag: 1

Results for COc1ccc(NC(=O)/C(C#N)=C\c2ccc(-c3cccc(C(=O)O)c3C)o2)cc1 ?
CHT allo act: inactive; OX1R antag: -1

What do the screens show for `COc1ccc(-n2c(=O)[nH]c3cc(C(=O)NCCc4ccc(OC)c(OC)c4)ccc3c2=O)c(OC)c1`?
CHT allo act: inactive

How did Cc1[nH]n(-c2ccccc2)c(=O)c1C(C[N+](=O)[O-])c1ccc(F)cc1 (configuration not stated) do in these assays?
CHT allo act: inactive; OX1R antag: -15

What do the screens show for `CCOC(=O)N1CCN(C2CC(=O)N(c3ccc(F)cc3)C2=O)CC1` (configuration not stated)?
CHT allo act: inactive; OX1R antag: -8

Results for CCCCCCNC(=O)C(=O)NCCc1ccc(Cl)cc1 ?
CHT allo act: inactive; OX1R antag: -4

What do the screens show for `CCn1c(=O)c(C(=O)NCCc2ccc(OC)c(OC)c2)c(O)c2ccccc21`?
CHT allo act: inactive; OX1R antag: -57

What do the screens show for `Cc1[nH]ccc(=O)c1OC1OC(CO)C(O)C(O)C1O` (configuration not stated)?
CHT allo act: inactive; OX1R antag: -16

Results for CC1(C)CC2CC(C)(CN2C(=O)C23CCC(C)(C(=O)C2)C3(C)C)C1 (configuration not stated) ?
CHT allo act: inactive; OX1R antag: -5

How did CCc1cccc(NC(=O)CNC(=O)N2CC(=O)Nc3ccccc32)c1 do in these assays?
CHT allo act: inactive; OX1R antag: -4

Results for CC(C)CCNc1nc(N)c([N+](=O)[O-])c(NCCO)n1 ?
CHT allo act: inactive; OX1R antag: -20

What do the screens show for `COc1ccc(NC(=O)CSc2ccc(F)cc2)cc1S(=O)(=O)N1CCCCC1`?
CHT allo act: inactive; OX1R antag: -12

What do the screens show for `COc1cc(NC(=O)c2cc3ccccc3cc2O)c(OC)cc1Cl`?
CHT allo act: inactive; OX1R antag: 13

What do the screens show for `Cc1ccc(S(=O)(=O)N2CCN(C(=O)CSc3n[nH]c(N)n3)CC2)c(C)c1`?
OX1R antag: 3

Results for CCCc1cc(=O)n2c(nc3ccccc32)[nH]1 ?
CHT allo act: inactive; OX1R antag: -1

Structures shown so far containing an aryl thioether with sulfur outside any ring, in the order listed:
What do the screens show for `CN(C)CCCn1c(SCC(=O)Nc2nccs2)nnc1-c1ccncc1`?
CHT allo act: inactive; OX1R antag: -2

What do the screens show for `Cc1ccc(-c2nnc(SCC(=O)Nc3cccnc3Cl)n2N)cc1`?
OX1R antag: -22

What do the screens show for `CSc1nc2ccc(NC(=O)c3ccccn3)cc2s1`?
CHT allo act: inactive; OX1R antag: -21

Results for O=C(O)c1cccnc1SC1CC(=O)N(c2cccc(C(F)(F)F)c2)C1=O (configuration not stated) ?
CHT allo act: inactive; OX1R antag: -2

What do the screens show for `CCOc1ccc(Cc2c(Cl)nc(SC)nc2N(C)C)cc1`?
CHT allo act: 6.4*; OX1R antag: -19

Results for O=C(COC(=O)c1cccnc1SCC(=O)NCc1ccccc1)NCc1ccccc1 ?
CHT allo act: inactive; OX1R antag: -12

What do the screens show for `c1ccc(CCSc2ncnc3nc[nH]c23)cc1`?
CHT allo act: inactive; OX1R antag: -13

Results for CCOC(=O)C(C)(C)Sc1nc2c(cnn2-c2ccc(F)cc2)c(=O)[nH]1 ?
CHT allo act: inactive; OX1R antag: -23

What do the screens show for `Nc1cc(=O)[nH]c(SCC(=O)Nc2cc(S(=O)(=O)N3CCCCC3)ccc2Cl)n1`?
OX1R antag: -21

What do the screens show for `COc1ccc(NC(=O)CSc2ccc(F)cc2)cc1S(=O)(=O)N1CCCCC1`?
CHT allo act: inactive; OX1R antag: -12

What do the screens show for `Cc1ccc(S(=O)(=O)N2CCN(C(=O)CSc3n[nH]c(N)n3)CC2)c(C)c1`?
OX1R antag: 3

No enrichment for hits. Share with any hit: about 0.83%.
